Screens deposited in PubChem BioAssay by National Center for Advancing Translational Sciences (NCATS).
NPC1 prom act = qHTS Assay for NPC1 Promoter Activators; Huh7 NPC1 promoter luciferase reporter, 24 h; Potency, µM (highest dose often 9.22 µM), inactives show top-dose activation, usual class: activators; hit rate 2.4% among 320,000; AID 485313, 2010;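 note: potency is the fitted concentration of half-maximal effect; % of control where 0% means no effect; nearly all actives have a fitted effect of over 60% in size; reporter is driven by a mutant NPC1 promoter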
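Quantitative HTS used a cell-based reporter: Huh7 cells stably bearing the NPC1 promoter upstream of luciferase were treated with compounds for 24 h, and promoter activation was read as luminescence.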
BRCA1 expr up = qHTS Assay to Identify Small Molecule Activators of BRCA1 Expression. hit rate 1.1% among 380,000. AID 624202, 2012. MCF7-BRCA1-FFLuc reporter, luminescence, 48 h; response scale: scaled: vehicle 0%, 10 µM genistein 100%. Potency, µM (series often up to 46.1 µM), for inactives: top-dose activation, most hits filed as activators; note: potency is the fitted concentration of half-maximal effect; nearly all actives have a fitted effect of over 80% in size; some results filed as inactive show a strong effect at the top dose
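MCF7-BRCA1-FFLuc cells, 2000/well in phenol-red-free MEM, attached 2 h then treated 48 h at 37 C. Luciferase luminescence read 15 min after reagent; normalized to genistein maximum activation (10microM) and DMSO, concentration-response fitted.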
Menin-MLL TR inh = qHTS Assay for Inhibitors Targeting the Menin-MLL Interaction in MLL Related Leukemias: Competition With Texas Red Labeled MLL-derived Mutant Peptide | O00255 | Menin + Texas Red MLL mutant peptide, fluorescence polarization | Potency, µM (series often up to 61.6 µM), without a hit: at the top dose FP activity change, negative = inhibition, usual class: inhibitors | hit rate 0.23% among 270,000 | AID 1768, 2009; active = well fitted inhibition curve with a large enough effect in the polarisation, with a control signal flat, not every such curve was filed as active; inconclusive = small, poorly fitted or top-dose-only effect, or effect the other way, or a change in a side signal; inactive = no such curve, though single readings can be large or run the other way; the % refers to the polarisation; note: potency is the fitted concentration of half-maximal effect; % of control where 0% means no effect; many of its hits are not listed in these tables
p53 reactivator = qHTS assay for re-activators of p53 using a Luc reporter; Potency, µM (top dose mostly 92.2 µM), inactives show at the highest dose activity change, positive = activation, actives largely listed as activators; H1299 p53-A138V BP100-luciferase reporter, luminescence, 24 h; hit rate 0.063% among 320,000; AID 504706, 2011; note: potency is the fitted concentration of half-maximal effect; % of control where 0% means no effect; nearly all actives have a fitted effect of over 45% in size
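H1299 (p53-null), stable ts p53-A138V + BP100-Luc; 1000 cells/well, Opti-MEM/10% FBS; cpd 4 pt, 1:5; 24 h, 37 deg C, 5% CO2; detection reagent 10 min RT; luminescence.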
RORg inh = qHTS for inhibitors of ROR gamma transcriptional activity; Potency, µM (highest dose often 53.6 µM), inactives show top-dose activity change, negative = inhibition, hits mostly inhibitors; AID 2551, 2010; Nuclear receptor ROR-gamma (Mus musculus), P51450; hit rate 5.4% among 310,000; Drosophila S2 Gal4-RORgamma UAS-luciferase reporter, 20 h; note: potency is the fitted concentration of half-maximal effect; % is set by controls: 0 for no effect and ±100 for the full control effect; nearly all actives have a fitted effect of over 60% in size
Target sequence (P51450 whole entry, looked up, the tested form may be a part): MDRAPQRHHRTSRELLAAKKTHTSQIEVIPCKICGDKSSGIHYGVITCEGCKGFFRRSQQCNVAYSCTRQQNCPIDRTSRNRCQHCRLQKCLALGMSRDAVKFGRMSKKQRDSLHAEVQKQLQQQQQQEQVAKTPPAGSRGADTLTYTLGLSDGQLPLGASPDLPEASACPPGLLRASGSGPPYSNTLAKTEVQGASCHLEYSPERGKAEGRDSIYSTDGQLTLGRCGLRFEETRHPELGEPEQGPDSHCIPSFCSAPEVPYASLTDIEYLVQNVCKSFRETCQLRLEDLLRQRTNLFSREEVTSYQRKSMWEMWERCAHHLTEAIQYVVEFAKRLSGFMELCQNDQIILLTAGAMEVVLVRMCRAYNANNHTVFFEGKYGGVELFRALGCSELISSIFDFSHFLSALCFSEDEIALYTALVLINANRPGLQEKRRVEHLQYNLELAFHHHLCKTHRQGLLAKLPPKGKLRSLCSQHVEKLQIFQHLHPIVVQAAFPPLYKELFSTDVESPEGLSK
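In this cell-based reporter format, copper sulfate (700 uM final) drives Gal4–ROR gamma fusion expression from a metallothionein promoter in Drosophila Schneider cells; compounds preincubated 1 hr, reporter read after 20 hr at ambient temperature.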
FLuc modulator = qHTS profiling assay for firefly luciferase inhibitor/activator using purifed enzyme and Km concentrations of substrates (counterscreen for miR-21 project). purified FLuc, Km substrates, luminescence inhibition. Potency, µM (titrated, usually from 57.5 µM), inactives show at the highest dose activity change, negative = inhibition, actives largely listed as inhibitors. hit rate 6.9% among 360,000. AID 588342, 2011;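 note: potency is the fitted concentration of half-maximal effect; plate controls were vehicle for no effect and reference inhibitor for full effect; nearly all actives have a fitted effect of over 55% in size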
Target sequence (P08659 whole entry, looked up): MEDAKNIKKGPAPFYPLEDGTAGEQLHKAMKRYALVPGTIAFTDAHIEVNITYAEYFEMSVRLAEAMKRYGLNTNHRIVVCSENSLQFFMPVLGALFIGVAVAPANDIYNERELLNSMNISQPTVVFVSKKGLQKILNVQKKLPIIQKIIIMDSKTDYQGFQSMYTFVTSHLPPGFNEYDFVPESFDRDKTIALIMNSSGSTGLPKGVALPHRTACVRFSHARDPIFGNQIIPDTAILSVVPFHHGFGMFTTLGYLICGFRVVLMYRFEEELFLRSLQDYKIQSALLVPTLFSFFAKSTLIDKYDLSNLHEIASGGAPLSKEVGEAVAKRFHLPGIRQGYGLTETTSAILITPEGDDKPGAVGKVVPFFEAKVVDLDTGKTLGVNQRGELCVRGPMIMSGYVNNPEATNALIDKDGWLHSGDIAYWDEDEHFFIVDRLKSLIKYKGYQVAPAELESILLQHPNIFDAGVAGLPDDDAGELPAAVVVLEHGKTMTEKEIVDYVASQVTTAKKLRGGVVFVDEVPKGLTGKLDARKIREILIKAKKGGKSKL
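Purified P. pyralis luciferase, 10 nM final, with Km-level 10 uM D-luciferin and 10 uM ATP in 50 mM Tris acetate pH 7.5, 10 mM Mg acetate, 0.01% Tween-20, 0.05% BSA; 6-point qHTS titration about 60 µM downward; luminescence read.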
ELG1 genotox = qHTS screen for small molecules that induce genotoxicity in human embryonic kidney (HEK293T) cells expressing luciferase-tagged ELG1 | HEK293T ELG1-luciferase reporter, luminescence, 16 h | Potency, µM (series often up to 46 µM), for the others: at the top dose activity change, positive = activation, actives largely listed as activators | hit rate 1.3% among 330,000; note: potency is the fitted concentration of half-maximal effect; % of control where 0% means no effect; nearly all actives have a fitted effect of over 60% in size
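DMSO vehicle served as control against compound-treated ELG1-luciferase HEK293T cells; exposure lasted 16 hr at 37 °C and 5% CO2, followed by ONE-Glo luminescence detection after 30 min.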
PKM2 activator = qHTS Assay for Activators of Human Muscle isoform 2 Pyruvate Kinase; Pyruvate kinase PKM (Homo sapiens), P14618; purified PKM2, Kinase-Glo ATP luminescence, activation; response scale: 0% is enzyme alone, no compound; Potency, µM (series often up to 57.5 µM), without a hit: top-dose activation, usual class: activators; hit rate 0.34% among 260,000; AID 1631, 2009; note: potency is the fitted concentration of half-maximal effect; % is set by controls: 0 for no effect and ±100 for the full control effect; nearly all actives have a fitted effect of over 55% in size
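Purified hPK-M2 (>95%) run at intermediate activity with 0.1 mM ADP and 0.5 mM PEP in 50 mM imidazole pH 7.2, KCl, MgCl2; 1 h room temperature. ATP formed read by Kinase-Glo luminescence; normalized to uninhibited and no-enzyme controls.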
Giardia kill = Small Molecules that selectively kill Giardia lamblia: qHTS; Giardia lamblia trophozoite viability; activity change, % at 7.66 µM, hits read low; hit rate 0.15% among 340,000; AID 540267, 2011; in the data active = activity change below about -80%; inconclusive = between about -30% and that limit;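 note: parasites exposed to compound for two days anaerobically before the ATP read; % is set by controls: 0 for no effect and ±100 for the full control effect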
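Compounds were tested on trophozoites seeded at 100 cells/well and held 48 hrs at 37 deg C anaerobically. An ATP-based luminescent kit measured the remaining live cells.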
Rab9 promoter act = qHTS Assay for Rab9 Promoter Activators; Huh7 Rab9 promoter-luciferase reporter, luminescence, 24 h; Potency, µM (top dose mostly 9.22 µM), for the others: at the top dose activation, negative = inhibition, usual class: activators; hit rate 2.8% among 320,000; note: potency is the fitted concentration of half-maximal effect; % of control where 0% means no effect; nearly all actives have a fitted effect of over 60% in size
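Luminescence read-out: Huh7 cells stably expressing Rab9-luciferase, treated 24 h with compound at 37 °C, then lysed with luciferase reagent for 10 min at ambient before reading.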
Gal4-VP16 FLuc = VP16 counterscreen qHTS for inhibitors of ROR gamma transcriptional activity | Potency, µM (doses to about 53.6 µM), for inactives: top-dose activity, negative = inhibition, actives largely listed as inhibitors | Drosophila S2 Gal4-VP16 UAS-luciferase, luminescence, 20 h | hit rate 3.5% among 310,000;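 note: Gal4-VP16 expression switched on by copper sulfate through the metallothionein promoter; potency is the fitted concentration of half-maximal effect; % is set by controls: 0 for no effect and ±100 for the full control effect; nearly all actives have a fitted effect of over 50% in size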
The depositor's hits bear a star; ? = inconclusive; . = no result given; [ ] = remark or other dose. Unless noted, calls come from the whole dose curve; as a rule, active = well fitted curve in the direction sought with a large enough effect; inconclusive = small, poorly fitted or top-dose-only effect, or another doubt; inactive = no such curve, though single readings can be large; an effect the other way counts as inactive or inconclusive.

SMILES	NPC1 prom act	BRCA1 expr up	Menin-MLL TR inh	p53 reactivator	RORg inh	FLuc modulator	ELG1 genotox	PKM2 activator	Giardia kill	Rab9 promoter act	Gal4-VP16 FLuc
O=C(COC(=O)Cc1c[nH]c2ccccc12)Nc1cccc2ccccc12	7%	-8%	11%	0%	-11%	?	2%	-13%	?	0%	-2%
O=C(O)Cc1nc(-c2cccnc2)sc1-c1ccc(Br)cc1	0%	-29%	.	3%	-1%	2%	-3%	0%	6	-2%	4%
O=C(CCc1ccccc1O)N/N=C/c1ccc(Sc2cccc3cccnc23)o1	2%	-33%	1%	13%	?	-21%	-5%	3%	-7	3%	-15%
Cc1ccc(C)c(N2CCN(C(=O)CCn3c(=S)[nH]c4cc5c(cc4c3=O)OCO5)CC2)c1	0%	-10%[1.84 µM]	1%	0%	?	1%	-1%	2%	-13	-2%	-3%
O=C(NC1CCCc2c1cnn2-c1ccc(F)cc1F)c1csnn1 (configuration not stated)	0%	-22%	-5%	-4%	21%	7%	0%	3%	-3	0%	-9%
O=C(c1ccco1)N1CCN(C(=S)Nc2ccc(Br)cc2Cl)CC1	-1%	-19%	.	-9%	9%	-3%	-5%	2%	-23	0%	1%
N#Cc1cccc(C(=O)OCC(=O)c2ccc3c(c2)NC(=O)CO3)c1	1%	-4%	.	1%	.	0%	0%	.	-6	0%	.
CC(Sc1nc2sc3c(c2c(=O)n1-c1ccccc1)CCCC3)C(=O)O (configuration not stated)	-5%	-6%	.	-1%	24%	?	1%	-2%	3	-4%	-6%
Cc1cc(C)n(C(C)CNS(=O)(=O)c2ccc(C)c(C)c2)n1 (configuration not stated)	-1%	-20%	-3%	1%	-1%	3%	0%	-1%	5	-5%	0%
Cc1ccc(CN=C(Nc2ccccc2)NC2CCCCC2)cc1	1%	-22%	?	-1%	24%	0%	-7%	1%	-15	-1%	-6%
CN1CCN(CCCNC(=O)c2ccc3c(c2)N(Cc2ccc(F)cc2)CCS3)CC1	-1%	0%	?	-2%	0%	-1%	-1%	-1%	23	-1%	-11%
O=C1CN(c2nc(-c3cccnc3)nc3sc4c(c23)CCCC4)CCN1	0%	0%	?	-5%	-19%	?	-2%	-1%	-8	-3%	-16%
O=C(CSc1cc(Cl)ccc1Cl)NC1CCCc2ccccc21 (configuration not stated)	3%	-18%	-6%	-8%	?	1%	1%	-10%	-14	-4%	?
Cc1ccccc1NC(=O)CSc1nc2cc3c(cc2cc1C)CCC3	-25%	-89%	.	5%	-13%	1%	1%	0%	-16	-19%	-2%
Cc1ccc(SCCC(=O)N2CCOCC2)cc1	26%	?	-5%	18%	0%	?	8%	2%	-1	23%	7%
COc1ccccc1NC(=O)c1nnn(Cc2ccccc2)c1NC(C)=O	-4%	-11%	-7%	10%	31%	-1%	-1%	2%	-29	3%	-4%
Cc1noc(/C=C/c2ccco2)c1S(=O)(=O)N1CCC(C(=O)N2CCc3ccccc32)CC1	1%	-30%	?	0%	-20%	0%	3%	14%	-8	-12%	8%
CC(C(=O)NCC(=O)Nc1ccc(F)c(F)c1F)N1CCN(c2ccc(O)cc2)CC1 (configuration not stated)	0%	2%	.	-4%	.	-1%	-1%	.	-3	0%	.
O=C(Cc1nc2ccccc2[nH]c1=O)c1ccc(Cl)cc1	3.2µM*	59%	.	13%	32%	0.76µM*	?	0%	-16	2µM*	5%
NC(CSCc1ccccc1Cl)C(=O)O (configuration not stated)	-4%	6%	-3%	2%	4%	-6%	0%	.	10	0%	8%
CCCn1c(-c2ccc[nH]c2=O)nc2ccccc21	1%	5%	12%	-3%	?	-2%	0%	3%	5	-20%	20%
N#CC1=C2Sc3ccccc3N2CCCC1=O	?	26%	-7%	?	0%	-19%	?	-3%	-3	?	11%
COc1cc(C(=O)N2CCCCC2)ccc1OCC(=O)Nc1ccc(F)cc1	3%	0%	.	0%	.	-2%	-4%	.	-2	0%	.
Cc1ccc(NC(=O)c2cc3cc(OC(F)(F)F)ccc3[nH]2)cc1	1%	3%	.	1%	37%	-6%	0%	9%	9	0%	-5%
CCOc1ccc(OCC)c(S(=O)(=O)N2CCOCC2)c1	1%	-16%	4%	-3%	3%	-2%	4%	-4%	11	-8%	6%
CCOCCOC(=O)COc1ccc2c(=O)c(Oc3ccc(OC)cc3)coc2c1	-1%	-29%	-10%	-2%	12%	-2%	-4%	.	0	-9%	6%
COCCN(CCOC)S(=O)(=O)c1ccc(C(=O)Nc2nc3c(s2)CCc2ccccc2-3)cc1	-6%	-66%	20%	-5%	?	7%	12%	6%	-2	-16%	13µM*
Cc1ccc(NC(=O)NC(=O)c2cnccc2C(F)(F)F)c(C)c1	1%	24%	.	0%	16%	-20%	4%	0%	-6	-3%	5%
CCCc1nc(SCC(=O)N2CCc3ccccc3C2)c2ccccc2n1	-23%	-45%	?	-1%	-1%	1%	-8%	1%	1	-1%	0%
CCn1c(CNC(=O)COc2ccc(C(C)C)cc2)nnc1SCC(=O)Nc1ccc(F)cc1	2%	19%	5%	1%	12%	?	-3%	9%	0	-5%	4%
COc1cccc(CC(=O)Nc2cc(S(=O)(=O)N3CCOCC3)ccc2N2CCN(C)CC2)c1	-1%	25%	.	-3%	.	7%	0%	.	-13	-7%	.
COc1ccccc1N1CCN(C2CCN(C(=O)COc3cccc(C)c3)CC2)CC1	1%	-19%	-20%	5%	-3%	-1%	-4%	-6%	0	-7%	-2%
COCCn1c(N2CCCC2)nc2c1c(=O)[nH]c(=O)n2C	-4%	-3%	-1%	.	-16%	1%	-4%	-2%	-23	0%	-4%
Cc1cccc(NC(=O)COc2coc(CN3CCN(c4ccccc4)CC3)cc2=O)c1	-5%	-28%	.	10%	.	3%	-5%	.	-11	0%	.
N#Cc1cc(C#N)c(N2CCN(c3cccc(Cl)n3)CC2)nc1N	21%	8.9µM*	30%	4%	?	?	-1%	7%	5	17%	?
COc1ccc(C2=NN(CN3C(=O)C(=O)c4ccccc43)C(c3ccc(OC)cc3)C2)cc1 (configuration not stated)	?	?	-15%	?	-14%	?	?	-16%	17	3.5µM*	-8%
CCOc1ccc2ccccc2c1/C=N/NC(=O)c1ccncc1	0%	0%	5%	-9%	1%	13µM*	10%	0%	37[activator]	0%	1%
N/C(=N\N=C\c1ccnc2ccccc12)SC1CC(=O)N(c2ccc(Br)cc2)C1=O (configuration not stated)	1%	-52%	?	-5%	1%	-11%	-15%	1%	5	-7%	6%[0.365 µM]
Cc1ccc(C)c(S(=O)(=O)NCc2cccnc2)c1	-3%	-2%	0%	-2%	161%	1%	1%	3%	3	3%	6%
Cc1cc(C)n(CC(=O)NNC(=O)c2cccc(C(F)(F)F)c2)n1	1%	-1%	.	-10%	-18%	5%	-1%	-1%	1	13%	-4%
COc1cccc(CNC(=O)CCS(=O)(=O)c2cccc3nonc23)c1	1%	0%	1%	-1%	0%	1%	0%	4%	33[activator]	-8%	1%
O=C(NCCc1ccccc1)C1(c2ccccc2)CCCC1	-2%	-8%	-14%	11%	-9%	-9%	-5%	-1%	-23	-3%	-3%
COc1ccccc1N1CCN(C(=O)C2CCCCN2S(=O)(=O)c2ccc(C)cc2)CC1 (configuration not stated)	-5%	-9%	.	2%	-10%	-1%	-12%	-1%	-24	-2%	-5%
O=C1CN(Cc2nc3cc(Cl)ccc3c(=O)[nH]2)CCN1	-2%	6%	.	0%	-21%	-1%	-1%	-2%	2	-3%	0%
NC(=O)C(=O)N/N=C/c1c(F)c(F)c(F)c(F)c1F	-2%	-43%	-4%	8%	-19%	0%	-2%	.	9	0%	17%
COc1ccc(NS(=O)(=O)c2cccc(C(=O)NCC(c3ccccc3OC)N3CCCC3)c2)cc1 (configuration not stated)	1%	-3%	.	4%	.	-3%	1%	.	-6	1%	.
COc1ccc2c(c1OC)C(=O)OC2Nc1nc(-c2ccccc2)cs1 (configuration not stated)	-18%	-65%	0%	-26%	?	1%	-8%	2%	15	-18%	?

This is a subset; rates above refer to the full screens.
